# VCAM1 TNFa inh – inhibitors of TNFa-induced VCAM1 expression, primary screen, imaging, HUVEC, TNFa stimulus, immunofluorescence | inhibition, % at 2 µM | 0.48% of 95,000 active | HUVEC TNFa-induced VCAM-1 immunofluorescence, high-content imaging;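 active means inhibition above the batch mean plus 3 SD, with images confirmed as a hit by eye, cut at about 37% in these data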;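 further: 0% = TNF-stimulated DMSO wells and 100% = unstimulated control wells; not every result past the cut was called active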
# Smad3 FoxH1 inh – Smad3/FoxH1 peptide binding inhibitors, primary screen, biochemical, TR-FRET | Mothers against decapentaplegic homolog 3 (Homo sapiens), P84022 | TR-FRET Smad3/Dy647-FoxH1 peptide binding, europium anti-His | inhibition, % at 25 µM | 0.29% of 88,000 active | AID 630, 2007;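 active means compounds that reduce the energy-transfer binding signal between the protein and its labelled peptide by more than half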;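 further: 0% = Smad3 plus labelled peptide maximal FRET and 100% = peptide-only background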
# Candida biofilm – clotrimazole potentiators killing Candida biofilms, primary screen, with clotrimazole, Alamar Blue; C. albicans biofilm + clotrimazole; inhibition, % at 6 µM; 0.14% of 85,000 active; AID 834, 2007;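 active means inhibition above 20%; inactive means inhibition below 20%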;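 further: preformed 24 hr biofilms exposed to compound for 48 hr; 0% = biofilm without compound and 100% = blank killed by clotrimazole plus chlorhexidine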
# cytoskel mod – modifiers of F-actin cytoskeleton organization, primary screen, imaging, HUVEC, phalloidin staining, high-content imaging | HUVEC TNFa F-actin phalloidin imaging | 0.18% of 91,000 active | inhibition, % at 2 µM;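 active means inhibition above the batch mean plus 3 SD and confirmed as a hit by visual image inspection, cut at about 30% in these data, passing the limit was not always enough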; further: strong numbers were not always called active
# TNFa cytotox – cytotoxicity in TNFa-stimulated HUVEC, primary screen, cytotoxicity control for VCAM1 expression modulator project, imaging, Hoechst nuclei count; HUVEC TNFalpha-stimulated, Hoechst cell count; cell count reduction, % at 2 µM; 0.17% of 93,000 active;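 active means cell count reduction exceeding the screen mean by over 5 SD, scaled to untreated wells per plate, cut at about 78% in these data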;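 further: cells counted after 24 h of TNF alpha exposure following the 1 h pretreatment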
# ERb SRC1 inh – inhibitors of ERβ-SRC1 coactivator interaction, primary screen, biochemical, TR-FRET, ERβ LBD, SRC-1 peptide; 1.3% of 86,000 active; Estrogen receptor beta (Homo sapiens), Q92731; AID 633, 2007; TR-FRET ER-beta LBD / SRC1-Cy5 peptide binding; receptor agonist-loaded with 1 µM estradiol; inhibition, % at 25.6 µM;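 active means compounds whose percent inhibition of the receptor-coactivator binding signal exceeds about 50% in the single-dose screen, limit read from the data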;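 further: 0% = receptor plus peptide wells without compound and 100% = peptide-only wells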
# Target sequence (Q92731 whole entry, looked up, the tested form may be a part): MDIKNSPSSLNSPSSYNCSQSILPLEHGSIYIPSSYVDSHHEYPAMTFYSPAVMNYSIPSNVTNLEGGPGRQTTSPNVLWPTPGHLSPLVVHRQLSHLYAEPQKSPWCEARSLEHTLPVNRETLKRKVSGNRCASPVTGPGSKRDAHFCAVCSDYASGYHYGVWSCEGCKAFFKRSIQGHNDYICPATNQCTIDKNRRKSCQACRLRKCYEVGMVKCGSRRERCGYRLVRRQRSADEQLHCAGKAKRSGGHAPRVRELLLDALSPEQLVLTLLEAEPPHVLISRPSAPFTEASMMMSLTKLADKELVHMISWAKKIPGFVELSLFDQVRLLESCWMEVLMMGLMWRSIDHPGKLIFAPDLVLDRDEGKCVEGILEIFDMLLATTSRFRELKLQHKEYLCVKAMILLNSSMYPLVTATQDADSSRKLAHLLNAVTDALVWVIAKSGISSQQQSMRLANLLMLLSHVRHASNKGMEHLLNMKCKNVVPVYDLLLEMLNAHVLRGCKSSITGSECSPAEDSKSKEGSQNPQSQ
# sEH inh – soluble epoxide hydrolase inhibitors, primary screen, biochemical, human sEH. Bifunctional epoxide hydrolase 2 (Homo sapiens), P34913. recombinant human sEH enzymatic activity assay. inhibition, % at 2 µM. 0.34% of 91,000 active. AID 707, 2007; in the data active means inhibition above about 80%; further: values of inactives mirror those of a sister screen read the other way; many of its hits are not listed in these tables
# Target sequence (P34913 whole entry, looked up): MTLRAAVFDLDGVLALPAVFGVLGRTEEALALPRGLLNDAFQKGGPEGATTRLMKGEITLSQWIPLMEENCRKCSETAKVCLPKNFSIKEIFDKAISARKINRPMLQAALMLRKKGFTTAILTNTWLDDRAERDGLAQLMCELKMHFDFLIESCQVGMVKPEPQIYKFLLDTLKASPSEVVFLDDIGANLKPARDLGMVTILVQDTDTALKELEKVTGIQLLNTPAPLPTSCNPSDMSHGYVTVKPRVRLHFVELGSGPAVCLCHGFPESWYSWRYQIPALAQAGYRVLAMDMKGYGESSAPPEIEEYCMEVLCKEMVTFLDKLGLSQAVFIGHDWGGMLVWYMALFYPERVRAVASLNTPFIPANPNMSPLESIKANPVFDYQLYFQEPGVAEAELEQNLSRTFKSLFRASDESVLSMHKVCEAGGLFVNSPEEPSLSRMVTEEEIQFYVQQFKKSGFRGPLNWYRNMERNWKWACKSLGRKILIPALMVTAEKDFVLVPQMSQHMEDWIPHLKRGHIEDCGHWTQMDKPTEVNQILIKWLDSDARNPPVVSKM
# sEH act – soluble epoxide hydrolase activators, primary screen, biochemical, human sEH; purified human sEH enzymatic activity, activator screen; activation, % at 2 µM; 0.04% of 91,000 active; AID 717, 2007; in the data active means activation above about 37%; further: values of inactives mirror those of a sister screen read the other way
# HUVEC tox IL1B – cytotoxicity in IL-1B stimulated HUVEC, primary screen, cytotoxicity control for IL-1B NFkB translocation project, imaging, Hoechst nuclear count, IL-1B stimulus | 0.41% of 94,000 active | AID 845, 2007 | cell count reduction, % at 2 µM | HUVEC cell count loss;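 active means cell count reduction more than 3 SD above the screen-wide mean, cut at about 70% in these data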;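 further: normalized per plate to untreated control cells as the no-loss baseline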
# The depositor's hits bear a star; · = no result given; [ ] = dose if it differs, or a comment.
SMILES,VCAM1 TNFa inh,Smad3 FoxH1 inh,Candida biofilm,cytoskel mod,TNFa cytotox,ERb SRC1 inh,sEH inh,sEH act,HUVEC tox IL1B
CN(CCC#N)c1ncnc2scc(-c3ccccc3)c12,16,2,0,-9,4,-6[fluorescence artefact?],·,·,·
O=C(CC(c1ccccc1)c1cc(Br)ccc1O)NCCN1CCOCC1 (stereo unspecified),13,10,1,-27,-4,-5,5,-5,-20
Cn1c(CCCNC(=O)c2cccs2)nc2ccccc21,2,-5,1,-5,-6,-30,-27,23,-24
COC(=O)c1ccc(Oc2ccc(C(C)(C)C)cc2)c([N+](=O)[O-])c1,-2,·,·,-10,-1,·,-12,13,2
Cc1cc(NC(=O)CSc2nc(-c3cccnc3)ccc2C#N)no1,7,-1,8,2,-19,-6,·,·,-24
COc1cc(OC)cc(C(=O)NC(=S)Nc2ccc(Cl)c(C(=O)O)c2)c1,-4,·,·,-11,24,·,7,-3,-9
O=C(CCSc1ccccc1)Nc1ccc(OCc2ccccc2)cc1,-31,·,·,-14,-45,·,34,-34,-3
Nn1c(COc2ccccc2)nnc1SCC(=O)O,-27,7,5,12,-21,-3,-8,8,19
COc1ccc(C(=O)NC2(C(F)(F)F)N=C3SCCN3C2=O)cc1 (stereo unspecified),10,-2,7,34,-11,-3,-2,1,28
Cn1cc(Cl)c(C(=O)NC2CCCC2)n1,9,8,3,-4,-12,-11[fluorescence artefact?],19,-20,8
O=C(O)c1c[nH]c(=S)n1-c1ccc(F)cc1,·,-13,3,·,·,-8[fluorescence artefact?],-8,6,10
CCOc1cccc(CNn2cnnc2)c1OCc1ccccc1Cl,13,6,2,·,-9,-12,1,-4,-13
O=C(CCCCn1c(=O)c2ccccc2n(CC(=O)Nc2ccccc2)c1=O)NCc1ccco1,3,-3,11,10,-42,9,3,-1,29
NC(=O)CSc1nnc(-c2ccc(S(=O)(=O)N3CCCCC3)cc2)n1-c1ccccc1,8,2,2,8,-40,2[fluorescence artefact?],-11,4,8
Cc1ccc(C(=O)N/C(=C\c2cccs2)C(=O)NCCc2c[nH]c3ccccc23)cc1C,-1,·,·,-3,-44,·,-2,1,4
CCOC(=O)c1c(C)c(C(=O)Nc2cc(OC)ccc2OC)c(C)n1CC,5,2,0,-14,-1,-11,·,·,-5
CCOC(=O)c1ccc(NC(=O)C2CCN(C(=O)c3ccc(OC)c(OC)c3)CC2)cc1,6,-1,-6,13,-6,4,1,4,6
CN1CCN(C(=O)CC23CC4CC(CC(C4)C2)C3)CC1,1,-12,9,5,11,-12,-2,-1,-42
COc1ccc(Cl)cc1S(=O)(=O)NCc1cccnc1,-2,-2,5,-16,4,0[fluorescence artefact?],-1,-1,6
CC1=NN(/C(=N\c2nnc(C)s2)Nc2ccc(C)cc2)[C@H](c2ccc(C)cc2)S1,-8,-6,7,-5,-2,0,8,-4,2
Cc1n[nH]c(=O)nc1N1CCc2ccccc2C1,·,11,3,·,·,-31,14,-10,-24
COc1ccc2nc(COC(=O)c3ccco3)c(C(C)=O)[n+]([O-])c2c1,37,-2,8,15,-30,10,-1,0,16
CCC1Oc2nc(SC)nnc2-c2ccccc2N1C(=O)c1ccccc1 (stereo unspecified),-21,-4,-3,-5,-8,-3,6,-5,6
Cc1nn(-c2ccccc2)c(C)c1C(=O)OCC(=O)NC(=O)NC1CCCC1,-12,6,12,-17,11,1,-2,3,0
Cc1ccc(NC(=O)C2(NC(=O)c3cccc(N4C(=O)CSC4c4ccccc4)c3)CCCCC2)cc1 (stereo unspecified),0,·,·,6,-10,·,5,-2,-62
CCc1cc([N+](=O)[O-])cc(CC)c1N,-19,·,·,8,-20,·,-13,14,8
CC(C)n1c(Sc2nccn2C)nc2c1c(=O)n(C)c(=O)n2C,-7,-2,0,-5,-30,-3,-4,5,4
Cn1c(-c2ccc(F)cc2)cnc1SCC(=O)NCc1ccco1,2,-5,6,8,12,-3[fluorescence artefact?],4,-6,-14
Cc1ccc(Sc2cc(N3CCOCC3)nc(-c3ccccc3)n2)cc1,13,·,·,26,-24,·,1,1,-56
CCOc1ccccc1N1CCN(Cc2ccc(Br)s2)CC1,-5,·,·,·,-20,·,-3,3,0
COc1ccc(C2SCC(=O)N2CC23CC4CC(CC(C4)C2)C3)cc1 (stereo unspecified),-18,21,1,·,-8,-2,-5,2,-18
O=C(Cc1sc(-c2ccccc2)nc1-c1ccccc1)Nc1ccccc1,13,-8[fluorescence artefact?],5,3,-16,11,7,-7,9
O=C(c1cc(-c2cccs2)on1)N1CCOCC1,9,·,·,-24,10,·,4,-2,-9
CC1CN(C2CCN(S(=O)(=O)c3ccc(F)cc3)CC2)CC(C)O1 (stereo unspecified),-3,2,2,-6,-5,-4,8,-7,-2
Cc1c(Cl)ccc2c1NC(=O)[C@]21N[C@@H](Cc2ccccc2)[C@H]2C(=O)N(c3ccc(F)cc3)C(=O)[C@H]21,6,9,6,-12,-16,-24,6,-10,-14
Cc1ccc2cc3cc(C(=O)NCCC(C)C)oc3nc2c1,24,-8,5,11,-3,26,18,-21,6
Cc1[nH]nc2c1C1(CCC3(CC1)OCCO3)C(C#N)=C(N)O2,-17,10,-5,-5,-16,-1,-10,8,-35
CCCCC(=O)NC(c1ccco1)c1c(O)ccc2ccccc12 (stereo unspecified),8,·,·,-10,-8,·,1,1,-7
Cc1cc([N+](=O)[O-])nn1Cc1c(F)c(F)c(F)c(F)c1F,2,·,·,-2,-4,·,-1,5,-21
CCC(C(=O)Nc1cccc(C(F)(F)F)c1)c1ccccc1 (stereo unspecified),2,·,·,17,·,·,4,-3,12
Cc1ccc(S(=O)(=O)C2(C(=O)Nc3ccc(F)cc3)CC2)cc1,-11,-13,12,35,-3,24,-7,4,7
CCN1CCN(c2cc(C)c3cc(NC(=O)c4cncc(Br)c4)ccc3n2)CC1,-1,2,4,-27,23,33,9,-6,-22
OCCN(Cc1ccccc1)Cc1ccc(Cl)cc1,4,-2,·,5,-2,3[fluorescence artefact?],7,-9,1
CCCCN(CCCC)c1nc2ccccc2nc1C(C#N)C(=O)NCCCOC (stereo unspecified),-1,33[fluorescence artefact?],6,-14,-22,14[fluorescence artefact?],-3,3,-20
Clc1cccc(Cl)c1Cn1nnc(-c2cccs2)n1,3,7,3,12,-12,-11,15,-13,-20
Cc1ccc(NC(=O)COc2ccc(-n3cnnn3)cc2)cc1C,18,10,5,6,·,69*,9,-7,-26
COCCn1c(-c2ccc(Cl)cc2)cnc1SCC(=O)NCc1cccs1,-11,3,5,-2,-8,-4[fluorescence artefact?],-3,3,-17
CCn1c(=S)[nH]c2nc3c(cc2c1=O)CCCC3,4,6,5,-4,6,-5,-5,7,2
COc1ccccc1OCC(=O)OCC(=O)Nc1ncc(Cl)cc1Cl,0,0,2,8,-12,13[fluorescence artefact?],-2,0,-45
NC(=O)c1sc(=S)n(-c2ccc(Br)cc2)c1N,10,-9,-9,9,-1,4[fluorescence artefact?],·,·,-7
COc1ccc2c(Cl)c(C(=O)NCCCn3ccnc3)sc2c1Cl,-7,-16,4,-50,14,-5,29,-30,15
CCOCC(=O)Nc1c(C(=O)OCC)oc2ccccc12,3,-8,1,17,-19,3,·,·,-16
Cc1cc(N(CCO)CCO)nc(-n2nc(C)cc2C)n1,4,-1,2,-13,-6,0,-9,12,-9
Cn1c(SCC(=O)Nc2ccc3c(c2)OCO3)nnc1-c1cnccn1,5,-10,12,6,-3,16[fluorescence artefact?],6,-7,86*
Cc1cc(C(=O)Nc2cccnc2)cs1,0,5,-2,12,-17,3,-8,6,-54
CCOC(=O)N1CC=C2C(C#N)=C(N)C(C#N)(C#N)[C@H](c3ccc(OCC)c(OCC)c3)[C@H]2C1,3,-5,7,5,12,14,-13,13,-5
O=C(CCC1COc2ccccc2O1)Nc1ncccc1O (stereo unspecified),12,4,2,51,-37,-3,11,-8,-38
CC(=O)c1ccccc1OCCn1nnc(-c2ccc(C)cc2)n1,11,0,3,19,-14,-7,7,-4,-6
O=C(NCc1ccco1)c1ccc2c(c1)C(=O)c1ccccc1-2,-17,-1,4,-3,-19,13,6,-3,1
CC1CN(S(=O)(=O)c2ccc(C(=O)Nc3nnc(-c4ccc5c(c4)CCCC5)o3)cc2)CC(C)O1 (stereo unspecified),4,-9,2,-10,5,1[fluorescence artefact?],8,-9,7

# Structures listed above printed as active in ERb SRC1 inh:
SMILES | VCAM1 TNFa inh | Smad3 FoxH1 inh | cytoskel mod | ERb SRC1 inh | sEH inh | sEH act
Cc1ccc(NC(=O)COc2ccc(-n3cnnn3)cc2)cc1C | 18 | 10 | 6 | 69* | 9 | -7

# Random excerpt: 3 records from the list.
SMILES,VCAM1 TNFa inh,Smad3 FoxH1 inh,Candida biofilm,cytoskel mod,TNFa cytotox,ERb SRC1 inh,sEH inh,sEH act,HUVEC tox IL1B
COc1ccccc1OCC(=O)OCC(=O)Nc1ncc(Cl)cc1Cl,0,0,2,8,-12,13[fluorescence artefact?],-2,0,-45
Cn1c(SCC(=O)Nc2ccc3c(c2)OCO3)nnc1-c1cnccn1,5,-10,12,6,-3,16[fluorescence artefact?],6,-7,86*
COc1ccc2c(Cl)c(C(=O)NCCCn3ccnc3)sc2c1Cl,-7,-16,4,-50,14,-5,29,-30,15

# (next part)
SMILES,VCAM1 TNFa inh,Smad3 FoxH1 inh,Candida biofilm,cytoskel mod,TNFa cytotox,ERb SRC1 inh,sEH inh,sEH act,HUVEC tox IL1B
O=C(Nc1ccccc1-c1nnc(SCc2ccccc2)o1)c1ccccc1,-1,·,·,59,-7,·,-6,9,-1
COc1cccc(-c2cc(C(=O)Nc3nc4ccccc4s3)c3ccccc3n2)c1,-28,·,·,-4,-57,·,-3,4,-10
Cc1cccc(-n2cnc(C(=O)Nc3cccnc3)c2)n1,-5,·,·,1,-9,·,-7,7,11
CCOC(=O)NC(Nc1nc2ccccc2s1)(C(=O)OCC)C(F)(F)F (stereo unspecified),6,-5,4,27,-5,-9[fluorescence artefact?],-3,6,6
O=C1C2CCCCN2C(=O)N1CCCCN1CCN(c2ccc([N+](=O)[O-])cc2)CC1 (stereo unspecified),-17,·,·,-6,-11,·,12,-10,-9
CCN1CCN(c2ncc3c(n2)CC(c2ccc(OC)c(OC)c2)CC3=O)CC1 (stereo unspecified),23,-1,4,-1,-8,10[fluorescence artefact?],11,-9,-13
COCc1cc(C)nc2sc3c(=O)n(Cc4ccco4)nnc3c12,14,-2,1,-10,-25,-9,6,-2,-5
c1ccc(-c2nnc(-c3ccccn3)nc2NC2CCCCC2)cc1,10,-12,3,-28,17,1[fluorescence artefact?],9,-11,5
COc1ccc(C2C(C(C)=O)=C(O)C(=O)N2CCc2ccccc2)c(OC)c1 (stereo unspecified),3,-7,2,8,-10,-3,-5,6,-8
O=C(Cn1nnc(-c2ccccc2)n1)Nc1ccc2c(c1)OCO2,29,0,3,7,5,-4,15,-14,14
COc1ccc(C(=O)Oc2ccc3oc(=O)sc3c2)cc1,18,25,1,-2,6,4[fluorescence artefact?],39,-40,-3
CCn1cc(C2=NOC(C(=O)Nc3cc(OC)c(Cl)cc3OC)C2)c(C)n1 (stereo unspecified),8,0,7,2,-14,-8[fluorescence artefact?],·,·,-16
COc1ccccc1N/C(=N/S(=O)(=O)c1ccc(Cl)cc1)c1ccccc1,9,·,·,5,-15,·,-8,8,-17
CCc1ccc(/C=C2\CN(CC)Cc3c2nc2ccccc2c3C(=O)O)cc1,3,·,·,-5,-24,·,-2,7,-16

# Source: PubChem (several laboratories)

# Only part of the results is shown. The share of hits here may be higher or lower than overall.
